influenza NS1A: H1N1 influenza NS1A inhibitors, functional cell based assay (AID 504329); 340,000 compounds, 0.3% hits; one-dose inhibition, % at 12.5 µM; IC50 in µM for titrated hits; NS1A functional cell-based assay, percent inhibition; higher % means a stronger effect; in the data active means a potency from the dose series; inconclusive means inhibition above about 27% without an active follow-up result; further: strong numbers were not always called active
PhoP GFP inhibition: Inhibition of PhoP regulon, Salmonella typhi GFP reporter cells, confirmation, 4 h (AID 1850); Salmonella Typhi PhoP-promoter GFP reporter, fluorescence, 4 h; higher % means a stronger effect; one-dose inhibition, % at 50 µM; IC50 in µM for titrated hits; 310,000 compounds, 0.33% hits; in the data active means a potency from the dose series; inconclusive means inhibition mostly from about 25% at the one dose, without a potency; inactive means the rest, 99 in 100 with inhibition below about 19%;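 further: 0% = induced wells with vehicle and 100% = uninduced wells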
inhibitors of VEEV: inhibitors of VEEV TC-83 cytopathic effect, confirmation, Vero cells (AID 588727); Vero cells, VEEV TC-83 cytopathic effect inhibition; higher % means a stronger effect; one-dose inhibition, % at 20 µM; IC50 in µM for titrated hits; 350,000 compounds, 0.13% hits; in the data active means a potency from the dose series; inconclusive means inhibition mostly from about 14% at the one dose, without a potency; inactive means the rest, 99 in 100 with inhibition below about 12%; further: strong numbers were not always called active
M. tuberculosis HTS: M. tuberculosis growth inhibition, HTS (AID 449762); inhibition, % at 25 µM, or IC50 in µM where a hit was titrated; 330,000 compounds, 0.59% hits; M. tuberculosis H37Rv growth inhibition, 7H9 media; higher % means a stronger effect; in the data active means a potency from the dose series; inconclusive means inhibition above about 70% without an active follow-up result;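 further: bacterial growth assessed after seven days of incubation; strong numbers were not always called active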
tuberculosis growth: growth inhibition of non-replicating M. tuberculosis (AID 488890); Mycobacterium tuberculosis non-replicating, growth inhibition; higher % means a stronger effect; 320,000 compounds, 0.39% hits; inhibition, % at 25 µM, or IC50 in µM where a hit was titrated; in the data active means a potency from the dose series; inconclusive means inhibition mostly from about 82% at the one dose, without a potency; inactive means the rest, 99 in 100 with inhibition below about 76%;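 further: plate controls were DMSO cells for no effect and high antibiotic wells for full effect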
inhibitors of VEEV 10K pilot screen: second read-out of inhibitors of VEEV, no call of its own (marks repeat the call); inhibition, %; measured here: 10K pilot screen inhibition
* = called active by the depositor; i = inactive; ? = inconclusive; / = not tested or not shown.

A first look, 4 compounds:
SMILES	influenza NS1A	PhoP GFP inhibition	inhibitors of VEEV	M. tuberculosis HTS	tuberculosis growth	others
CC(=O)Nc1ccc(S(=O)(=O)NCCC(=O)Nc2ccc(C)c(Cl)c2)cc1	28%	-21%	0.5%	-13%	-2%
CN(C)S(=O)(=O)c1ccc(Cl)c(C(=O)Nc2ccc(S(=O)(=O)N3CCOCC3)cc2)c1	-11%	6%	0.8%	8%	-8%
O=C(Cn1cnc2c(oc3ccccc32)c1=O)c1ccccc1	0%	-11%	7.3%	-1%	-8%
COc1ccc(-c2cc(C(F)(F)F)nc(SCCC(=O)N3CCN(C)CC3)n2)cc1	6%	/	1.3%	/	/

Main list, repeating the preview:
SMILES	influenza NS1A	PhoP GFP inhibition	inhibitors of VEEV	M. tuberculosis HTS	tuberculosis growth	others
CC(=O)Nc1ccc(S(=O)(=O)NCCC(=O)Nc2ccc(C)c(Cl)c2)cc1	28%	-21%	0.5%	-13%	-2%
CN(C)S(=O)(=O)c1ccc(Cl)c(C(=O)Nc2ccc(S(=O)(=O)N3CCOCC3)cc2)c1	-11%	6%	0.8%	8%	-8%
O=C(Cn1cnc2c(oc3ccccc32)c1=O)c1ccccc1	0%	-11%	7.3%	-1%	-8%
COc1ccc(-c2cc(C(F)(F)F)nc(SCCC(=O)N3CCN(C)CC3)n2)cc1	6%	/	1.3%	/	/
CCOC(=O)c1cc2sccc2n1CC(=O)O	5%	-11%	0.4%	-1%	-17%
CCN(CC)C1CC(=O)N(c2ccc(Br)cc2)C1=O (stereo not drawn)	-8%	-2%	0.6%	0%	26%
CCOC(=O)N1CCC(N2Cc3cccc(C(=O)N4CCN(c5cccc(Cl)c5)CC4)c3C2=O)CC1	6%	5%	0.7%	-4%	39%
Cc1cc(NC(=O)CSc2nnc(C3CC3)n2N)c([N+](=O)[O-])cc1C	-2%	3%	0.4%	-5%	12%
CC(=O)Nc1ccc(S(=O)(=O)N2CCC(C(=O)NCCc3c[nH]c4ccccc34)CC2)cc1	-6%	4%	1.5%	-2%	-1%
CC(C)(C)Nc1ncnc2sc(-c3ccccc3)cc12	-1%	-3%	2.4%	9%	29%
CCOC(=O)N1CCN(C(=O)c2ccc3oc(CCCc4ccccc4)nc3c2)CC1	-1%	-2%	6.8%	32%	21%
CCOc1ccc(OCC)c2sc(C)nc12	10%	-2%	0.8%	-13%	-13%
COc1ccc(/C=N/NC(=O)c2ccc(-c3ccccc3)cc2)cc1O	-9%	4%	2.9%	-11%	1%
COc1ccc(OC2C(=O)N(Cc3ccc4c(c3)OCO4)C2c2cccs2)cc1 (stereo not drawn)	2%	-3%	8.3%	0%	0%
COc1cc(/C=C2\SC(=O)N(CC(=O)Nc3cccc(C)c3)C2=O)ccc1OC(C)C(=O)O (stereo not drawn)	-14%	14%	i	10%	-11%
Cc1c(O)ccc2c(CN3CCN(Cc4ccccc4)CC3)cc(=O)oc12	22%	-10%	0.9%	-7%	18%
O=C(C1CC(=O)N(c2ccc3c(c2)OCCO3)C1)N1CCN(S(=O)(=O)c2ccccc2F)CC1 (stereo not drawn)	-6%	/	4.0%	/	/
O=c1[nH]c(=S)n(Cc2ccc(F)cc2)c(O)c1C=NCc1ccc2c(c1)OCO2	-25%	-21%	0.3%	-3%	-10%
O=C(c1ccc(F)cc1)N1CCCC(C(=O)N2CCCCC2)C1 (stereo not drawn)	0%	7%	0.2%	0%	-16%
O=C(NC1CCCC1)C(c1ccc(F)cc1)N(Cc1ccccc1)C(=O)c1csnn1 (stereo not drawn)	6%	-3%	1.3%	3%	11%
O=C1OCc2cc(NS(=O)(=O)c3cccs3)ccc21	-1%	1%	0.7%	-4%	3%
CC(=O)NCC(=O)OC(C)C(=O)Nc1ccc(C(C)=O)cc1 (stereo not drawn)	4%	-8%	0.4%	5%	-12%
CCN1C(=O)CSc2ccc(C(=O)NCc3ccc(OC)cc3)cc21	-3%	-6%	0.8%	-5%	2%
COc1cc(C=O)ccc1OCc1cccc(Br)c1	-4%	-2%	1.2%	0%	68%
CCCn1c2ccccc2c2cnn(CC(=O)NC(C)CC)c(=O)c21 (stereo not drawn)	-2%	2%	i	2%	1%

Of the compounds above, two contain an aryl thioether with sulfur outside any ring.
SMILES	influenza NS1A	PhoP GFP inhibition	inhibitors of VEEV	M. tuberculosis HTS	tuberculosis growth	others
COc1ccc(-c2cc(C(F)(F)F)nc(SCCC(=O)N3CCN(C)CC3)n2)cc1	6%	/	1.3%	/	/
Cc1cc(NC(=O)CSc2nnc(C3CC3)n2N)c([N+](=O)[O-])cc1C	-2%	3%	0.4%	-5%	12%

Back to the main list; the three compounds before the break are reprinted first.
SMILES	influenza NS1A	PhoP GFP inhibition	inhibitors of VEEV	M. tuberculosis HTS	tuberculosis growth	others
CCN1C(=O)CSc2ccc(C(=O)NCc3ccc(OC)cc3)cc21	-3%	-6%	0.8%	-5%	2%
COc1cc(C=O)ccc1OCc1cccc(Br)c1	-4%	-2%	1.2%	0%	68%
CCCn1c2ccccc2c2cnn(CC(=O)NC(C)CC)c(=O)c21 (stereo not drawn)	-2%	2%	i	2%	1%
CC1CCN(S(=O)(=O)c2ccc3c(c2)N(CC(=O)NCCCOC(C)C)C(=O)CS3)CC1	-9%	-3%	4.1%	3%	8%
O=C(CCC(=O)Nc1ccc(F)cc1)N/N=C/c1cccnc1	5%	8%	2.2%	-4%	-7%
O=C(Cc1c(O)c2ccccc2oc1=O)c1ccc(C(F)(F)F)cc1	0%	-13%	i	-3%	17%
CC(C)CCNC(=O)NC(=O)CSc1ncccn1	0%	0%	1.3%	7%	25%
O=C(CCNS(=O)(=O)c1ccc(Cl)cc1)NCc1cccs1	-12%	-9%	i	5%	7%
CN(C)C(CNC(=O)c1ccc2[nH]c(=O)c(=O)[nH]c2c1)c1ccco1 (stereo not drawn)	-5%	/	1.8%	-19%	-11%
Cc1ccc(-n2c(-c3cc(-c4ccco4)[nH]n3)n[nH]c2=S)c(Br)c1	-16%	-1%	0.5%	-1%	-9%
Cc1ccc(Cn2c(=O)c3ccccc3n3c(SCC(=O)N4CCCCC4C)nnc23)cc1 (stereo not drawn)	-6%	4%	8.9%	1%	16%
O=C(NNS(=O)(=O)c1ccccc1[N+](=O)[O-])c1ccc(F)cc1	-5%	-6%	0.2%	0%	11%
CCOc1cc(NC(=S)NCc2ccco2)c(OCC)cc1NC(=O)CC(C)C	-3%	-3%	2.0%	3%	51%
COc1cc2c(cc1NC(=O)C1CCCO1)oc1ccccc12 (stereo not drawn)	8%	-6%	3.6%	65%	26%
NC(=O)c1ccc(Oc2ccc(C(N)=O)cc2)cc1	-2%	11%	i	-10%	-11%
COc1ccc(C(CNC(=O)CCOc2ccccc2)N(C)C)cc1 (stereo not drawn)	0%	0%	i	-6%	-2%
CNC(=S)N1CCN(c2ccc(Cl)c(Cl)c2)CC1	5%	5%	1.0%	-3%	?
CCCCCCSc1ccc([C@@H]2[C@H]3C(=O)N(CC)C(=O)[C@H]3[C@]3(C(=O)OC)CCCCN23)cc1	-3%	/	i	-5%	5%
Cc1ccc(C(=O)NCCC(=O)N2CCC3(CC2)NCCc2[nH]cnc23)cc1	-8%	0%	1.6%	-16%	-4%
COc1ccc(-c2cc(C(=O)NCc3ccco3)c3ccccc3n2)c(OC)c1	-3%	-5%	9.7%	10%	13%
COC(=O)c1ccc(CSc2nnnn2Cc2ccccc2)cc1	17%	4%	i	-7%	34%
O=C1CC(c2ccccc2)Cc2nc(N3CCc4ccccc4C3)ncc21 (stereo not drawn)	7%	2%	i	52%	25%
O=C(/C=C/c1ccc(F)cc1)NCCc1ccc2c(c1)OCCO2	-1%	8%	0.4%	6%	33%
S=C1NCCOCCOCCOCCNC(=S)NCCOCCOCCOCCN1	-4%	4%	0.3%	-7%	42%	inhibitors of VEEV 10K pilot screen=0.8
CC(=O)Nc1nc(-c2ccc3c(c2)CCO3)cs1	5%	-8%	1.2%	13%	45%
CCN(CC)CCP(=O)(c1ccccc1)c1ccccc1	-1%	-7%	1.4%	-8%	-27%
O=C(CSc1nnc(CNC(=O)c2ccco2)o1)Nc1ccccc1C(F)(F)F	-3%	6%	2.5%	3%	-18%
CCc1nc(C(N)=O)c2[nH]c(=O)n(-c3ccccc3F)c2n1	4%	4%	1.4%	9%	-4%
(cont.)
SMILES	influenza NS1A	PhoP GFP inhibition	inhibitors of VEEV	M. tuberculosis HTS	tuberculosis growth	others
Cn1c(/C(C#N)=C(\O)c2cc(Cl)sc2Cl)nc2ccccc21	-2%	3%	i	10%	16%
CSc1nnc(-c2ccc(S(=O)(=O)N3CCCC3)cc2)n1C	-3%	1%	0.4%	-5%	-6%
N/C(=N\S(=O)(=O)c1ccccc1)c1ccc([N+](=O)[O-])cc1	-5%	3%	0.7%	-9%	-17%
O=C(Nc1ccccc1NS(=O)(=O)c1ccc(F)cc1)C1CCCC1	7%	-2%	0.3%	-1%	0%
CC1=C(C)CC(C(=O)Nc2nc(C)cs2)C(C(=O)O)C1 (stereo not drawn)	-3%	-5%	0.6%	4%	44%
CC(C)c1ccc(CNCCCSc2ncccn2)cc1	21%	4%	0.1%	-2%	29%
CCOC(=O)c1sc2nc(CC(=O)OC)nc(N(C)CCc3ccccn3)c2c1C	/	3%	3.1%	4%	7%
C/C(=N\NC(=O)c1n[nH]c2c1CCC2)c1ccco1	/	-4%	0.3%	-1%	5%
COC(=O)C1CCN(c2cnccn2)CC1	-5%	-1%	0.6%	2%	-8%
CC(=O)Nc1ccc(NC(=O)C2CC(=O)N(C(C)C)C2)cc1 (stereo not drawn)	-5%	-4%	i	3%	15%
O=C(/C=C/c1cccc([N+](=O)[O-])c1)NCCSCc1ccc(Cl)cc1	-6%	-8%	3.6%	20%	?
CCOc1ccccc1N1CCN(S(=O)(=O)c2ccc3c4c(cccc24)C(=O)N3)CC1	17%	-6%	4.4%	1%	17%
COC(=O)C(c1ccccc1)C1(O)CC(C)N(C)CC1C (stereo not drawn)	7%	0%	i	-6%	-15%
COc1ccc(C2NC(c3ccc(OC)c(OC)c3OC)C(C)C(=O)C2C)c(OC)c1OC (stereo not drawn)	2%	1%	0.0%	-6%	8%
CCOCCCn1c(=S)[nH]c2cc(C(=O)N3CCN(C)CC3)ccc2c1=O	1%	4%	i	-2%	-12%
CCn1c(CSc2nc(C)cs2)nc2cc(S(=O)(=O)N(C)C)ccc21	6%	1%	5.1%	-3%	18%
CC(c1ccccn1)N(C)C(=O)c1ccc2nc(Cc3ccccc3F)oc2c1 (stereo not drawn)	-6%	-10%	4.6%	1%	9%
CN(C)c1ccc(C2N3CC4(C)CN2CC(C)(C3)C4O)cc1 (stereo not drawn)	5%	2%	0.5%	-6%	-13%
CCN(c1ccccc1)S(=O)(=O)c1ccc(C(=O)NC2CCN(Cc3ccccc3)CC2)cc1	-21%	/	1.0%	-2%	61%
COc1cccc(NC(=O)CSc2ccc3nnc(CCNC(=O)c4ccccc4)n3n2)c1	-10%	1%	1.6%	0%	6%
CCN1CCc2c(sc(NC(=S)NC(=O)c3ccc(Cl)cc3)c2C(N)=O)C1	25%	2%	2.5%	2%	66%
Cc1ccc(OCCC(=O)NNC(=O)c2cc(C)oc2C)cc1	1%	4%	2.2%	7%	21%
CN(C)S(=O)(=O)N1CCc2ccc(NC(=O)c3ccccc3Cl)cc2C1	-18%	-3%	0.3%	5%	15%
C=CCn1c(C)cc(-c2csc(NC(=O)C3=COCCO3)n2)c1C	-5%	5%	7.7%	67%	24%
CCN(CC(=O)Nc1ccc2c(c1)OCCO2)C(=O)/C=C/c1ccc(OC)cc1OC	-7%	1%	12%	11%	43%

Of the compounds above, 3 contain a COOH group:
SMILES	influenza NS1A	PhoP GFP inhibition	inhibitors of VEEV	M. tuberculosis HTS	tuberculosis growth	others
CCOC(=O)c1cc2sccc2n1CC(=O)O	5%	-11%	0.4%	-1%	-17%
COc1cc(/C=C2\SC(=O)N(CC(=O)Nc3cccc(C)c3)C2=O)ccc1OC(C)C(=O)O (stereo not drawn)	-14%	14%	i	10%	-11%
CC1=C(C)CC(C(=O)Nc2nc(C)cs2)C(C(=O)O)C1 (stereo not drawn)	-3%	-5%	0.6%	4%	44%
